RMI FANCM FP: RMI-FANCM interaction inhibition; Fluorescence polarization, RMI core complex with F-MM2 peptide; hits give low values; FP signal (polarization) at 33 µM; 0.58% of 70,000 active; AID 1159607; in the data active means FP signal below about 40; further: inactives centre near 61; strong numbers were not always called active; unit not given here
Active calls of the source: *; & = joins results of further samples. These rows are one share of the data. The share of hits here may be higher or lower than overall.

RMI FANCM FP	Structure
64	CCOC(=O)c1c(-c2ccc(F)cc2)csc1NC(=O)CSc1nc2ccccc2c(=O)n1-c1ccccc1
63	Cc1nc2sc(C(c3ccco3)N3CCN(C)CC3)c(O)n2n1 (stereo unspecified)
58	CCOC(=O)C1C(=O)C=C(c2ccc(OC)cc2)CC1c1ccc([N+](=O)[O-])cc1 (stereo unspecified)
62	CCOC(=O)C1CCN(C(=O)CCCSc2ccc(NC(C)=O)nn2)CC1
14*	COc1cccc(N2CCc3c(C)c(C#N)c4nc5ccccc5n4c32)c1
59	COc1ccc(S(=O)(=O)n2cnc3ccccc32)cc1[N+](=O)[O-]
53	Cn1nc(-c2ccc(S(N)(=O)=O)s2)cc1C(F)(F)F
63	O=C1CSC(=O)N1CCS(=O)(=O)c1ccc(Cl)cc1
60	N[C@@H](CCCC(=O)O)C(=O)O
71	COC(=O)c1ccc(NC(=O)c2cc(-c3ccco3)nc3c2c(C)nn3C2CCS(=O)(=O)C2)cc1 (stereo unspecified)
70	O=S(=O)(c1cccnc1)N1CCN(c2ccc(-c3ccc(Cl)cc3)nn2)CC1
66	Nc1nc2ccc(SC(F)F)cc2s1
77	CCCOc1ccc(-c2csc(NC(=O)c3ccc(OC)c(OC)c3)n2)cc1
56	Cc1ccc2c(c1)sc(=NC(=O)CN1C(=O)c3ccccc3C1=O)n2C
55	O=C(NNC(=S)Nc1cccc(Cl)c1)c1ccncc1

Additional results follow:
RMI FANCM FP	Structure
58	COc1ccccc1OCC(=O)NCCOc1cc(N2CCOCC2)ncn1
62	CC(NC(=O)C(C)(C)C)C(c1cccs1)N1CCN(c2ccccc2F)CC1 (stereo unspecified)
69	CC1(C)COc2ccc(NC(=O)c3ccc(F)c(F)c3)cc2NC1=O
66	CN1C(=O)C(C)(C)COc2ccc(NS(=O)(=O)c3cccs3)cc21
96	O=C(c1ccc(Cl)cc1)N1CCCCC(Sc2ncnc3sccc23)C1=O (stereo unspecified)
52	O=C(NNc1c(Cl)cncc1Cl)Nc1ccc(Cl)cc1
56	Cc1c(C)n2c3c(=O)[nH]c(=O)n(C)c3nc2n1CCCNc1ccc(Oc2ccccc2)cc1
99	CC(C)c1ccc(NC(=O)C(=O)NCC2CCN(Cc3ccco3)CC2)cc1
54	Cc1cccc(Cc2cnc(NC(=O)CCCN3C(=O)/C(=C\c4ccco4)SC3=S)s2)c1
59	CC(=O)Oc1cc2c(C(=O)N3CCN(c4ccc(F)cc4)CC3)c(C)oc2c2ccccc12
44	S=C(NC1CCCCC1)N1CCC(C2C=NC=N2)CC1 (stereo unspecified)
52	CCOC(=O)c1c(-c2ccc(Cl)cc2)csc1NC(=O)CN1CCOCC1
57	O=C(CCc1csc(NC(=O)c2ccc(=O)[nH]c2)n1)NCCc1c[nH]c2ccccc12
54	Cc1c(C(=O)Cn2ccnc2)sc2ccc(Cl)cc12
63	O=C(NC1CCCC1)c1csc(Nc2ccccc2)n1

Next part; it opens with the three that closed the last part.
RMI FANCM FP	Structure
57	O=C(CCc1csc(NC(=O)c2ccc(=O)[nH]c2)n1)NCCc1c[nH]c2ccccc12
54	Cc1c(C(=O)Cn2ccnc2)sc2ccc(Cl)cc12
63	O=C(NC1CCCC1)c1csc(Nc2ccccc2)n1
62	O=C(N1CCCC1)C12CC3CC(CC(Cl)(C3)C1)C2
70	CC(C)(C)NS(=O)(=O)c1ccc(NC(=O)c2cc(-c3ccccn3)nc3ccccc23)cc1
78	O=C(CCCc1ccccc1)Nc1ccc2c(c1)N(C(=O)c1cccs1)CC2
53	O=C(CCSc1ccc(F)cc1)N(CCN1CCOCC1)c1nc2c(F)cccc2s1
64	Cc1cc(NC(=O)c2c(F)cccc2Cl)n(-c2nc3c(cnn3-c3cccc(Cl)c3)c(=O)[nH]2)n1
62	CC(C)(C)n1ncc2c(=O)n(CCC(=O)N3CCN(c4ccccc4F)CC3)cnc21
62	CC(C)(C)c1nnc(SCC(=O)Nc2ccc(Br)cc2)n1N
57	NC(=NS(=O)(=O)c1ccc(Cl)cc1)c1ccccc1Cl
56	O=C(NCc1c(Cl)cccc1Oc1ccccc1)Nc1ccc(F)cc1
65	CN1CCN(c2nc3ccc(NC(=O)c4ccc5c(c4)OCCO5)cc3s2)CC1
60	Cc1c(Cl)ccc2sc(N3CCN(C(=O)/C=C/c4cccc([N+](=O)[O-])c4)CC3)nc12
61	COc1ccc(C(=O)NNC(=O)c2cccn(Cc3ccc(F)cc3)c2=O)c(OC)c1
62	CCOC(=O)CN1CCN(c2ccc([N+](=O)[O-])cn2)CC1
65	CCCN1CCCc2cc(CCNC(=O)c3cccc(Cl)c3)ccc21
53	O=[N+]([O-])c1ccc(OS(=O)(=O)c2cccc3nsnc23)cc1

A different layout for some results above:
SMILES | RMI FANCM FP
COc1ccc(C(=O)NNC(=O)c2cccn(Cc3ccc(F)cc3)c2=O)c(OC)c1 | 61
CCCN1CCCc2cc(CCNC(=O)c3cccc(Cl)c3)ccc21 | 65
CC(C)(C)n1ncc2c(=O)n(CCC(=O)N3CCN(c4ccccc4F)CC3)cnc21 | 62

(more compounds)
RMI FANCM FP	Structure
60	Cc1cccc(NC(=O)CSc2ccc(-c3ccc(Br)cc3)nn2)c1C
55	Cc1c(-c2ccnn2C(=O)Nc2ccccc2)cnn1-c1ccccc1
62	O=c1[nH]nc(SCc2ccc(Cl)cc2)n2nc(-c3ccco3)cc12
113	COc1ccc2nc(-c3ccc(F)c(NC(=O)Nc4ccccc4C)c3)cn2n1
65	COc1cccc(C(=O)NCC(c2ccc3c(c2)CCCN3C)N2CCOCC2)c1OC (stereo unspecified)
67	COc1ccc(-c2nnc(NC(=O)c3ccn(C)n3)o2)cc1OC
55	O/N=C1\CCCc2nonc21
58	Cc1csc(NC(=O)CSc2nncc(=O)n2N)n1
54	O=C1CC2(CCN(C(=O)C(=O)c3c[nH]c4ccccc34)CC2)Oc2ccccc21
66	CC(=O)N1CCc2ccc(NC(=O)COc3ccccc3F)cc2C1
63	NC(=O)c1ccsc1NC(=O)c1ccc(Cl)cc1Cl
60	O=S1(=O)CC2C(C1)N(c1cccc(C(F)(F)F)c1)C(=S)N2c1ccccc1 (stereo unspecified)
62	CC(C)Oc1ccc(C(=O)NCCCN2CCN(c3ccccc3)CC2)cc1
60	COc1cccc(C(=O)c2oc3ccccc3c2NC(=O)Cc2ccccc2)c1
61	O=C(Oc1ccc(Br)cc1)c1ccc(Cl)cc1[N+](=O)[O-]

In a second layout: 2 of the compounds above.
molecule: COc1cccc(C(=O)c2oc3ccccc3c2NC(=O)Cc2ccccc2)c1
- RMI FANCM FP = 60
molecule: O=C(Oc1ccc(Br)cc1)c1ccc(Cl)cc1[N+](=O)[O-]
- RMI FANCM FP = 61

New compounds follow
RMI FANCM FP	Structure
63	CC(C)(C)n1nc2c(c1NC(=O)/C=C\c1ccccc1)CS(=O)C2 (stereo unspecified)
70	O=C(CSc1nccn1Cc1ccccc1)Nc1ccc(F)cc1F
53	COc1cc(C(=O)Nc2ccccn2)cc(OC)c1OC
71	COC(=O)Cn1c(=NC(=O)c2ccn(C)n2)sc2cc(C)ccc21
72	COC(=O)c1ccc2c(c1)C(=O)/C(=C/c1ccc(O)c(OC)c1)O2
61	O=C(Nc1nc(CCC(=O)N2CCN(c3ncccn3)CC2)cs1)c1ccc[nH]c1=O
61	O=C(NCCn1ncccc1=O)Nc1ccc(OC(F)(F)F)cc1
71	CCOc1ccc(CC(=O)Nc2nc3c(OC)cc([N+](=O)[O-])cc3s2)cc1
62	CC(C)c1ccc(CC(=O)Nc2ccc(S(N)(=O)=O)cc2)cc1
71	CN(C)c1ccc(CCCNC(=O)c2cc3ccccc3oc2=O)cc1
55	OC(COC1CCCCC1)Cn1c2ccccc2c2ccccc21 (stereo unspecified)
66	Nc1c(C(=O)NCc2ccco2)sc(=S)n1Cc1ccccc1
115	C=CCn1c(SCC(=O)NCC2CCCO2)nc2sc3c(c2c1=O)CCCCC3 (stereo unspecified)
52	O=c1cc(C(F)(F)F)cc[nH]1
59	Cc1onc(C(=O)NN)c1-c1csc(-c2ccccc2)n1

Following part
RMI FANCM FP	Structure
57	Cc1nnc2ccc(-c3cccc(NC(=O)C4CCCCC4)c3)nn12
58	Cc1nc(CCNS(=O)(=O)c2cccnc2)cs1
58	O=C(Nc1ccc(N2CCN(C(=O)Cc3cccs3)CC2)nn1)c1ccccc1
67	NC(=O)COc1ccc2c(c1)O/C(=C\c1ccco1)C2=O
73	O=S(=O)(Cl)/C=C/c1ccccc1
62	CCOc1ccc(NC(=O)c2ccc(=O)n(C)n2)cc1
60	C/C(=N/N=C1/NC(=O)CS1)c1ccccc1
55	CCOC(=O)c1cc(C#N)c(SC)nc1-c1ccccc1
83&54&51	CCOC(=O)C1CCN(c2ccccc2C2Nc3ccccc3-c3nc4ccccc4n32)CC1 (stereo unspecified)
57	CN1CCN(C(CNC(=O)C(=O)NC2CC2)c2ccsc2)CC1 (stereo unspecified)
62	COc1ccccc1-n1cc(-c2ccccc2)c2c(SCc3cc(C)ccc3C)ncnc21
62	COc1cccc2cc(-c3nnc(NC(=O)c4ccc([N+](=O)[O-])s4)o3)oc12
48	O=C(OCC#CCOC(=O)c1ccccc1)c1ccccc1
56	COc1ccccc1CNC(=O)C(=O)NCC(c1cccc2ccccc12)N1CCCC1 (stereo unspecified)
65	N=S(Cc1ccc(Br)cc1)Nc1ccccc1 (stereo unspecified)

Additional structures:
RMI FANCM FP	Structure
89	O=C(NCC1CCN(Cc2cccs2)CC1)C(=O)Nc1ccc2c(c1)OCCO2
63	Cc1csc(CN2CCN(C(=O)c3cccc4ccccc34)CC2)n1
63	O=S(=O)(NCc1ccc2c(c1)OCO2)N1CCOCC1
51	O=C(NCCc1c[nH]c2ccccc12)NC1CC(=O)N(c2ccc3c(c2)OCCO3)C1 (stereo unspecified)
60	CCSc1nnc(CNC(=O)C23CC4CC(CC(C4)C2)C3)n1CC
56	CSc1nc2cc(-c3ccc(Cl)cc3)nn2c(N)c1S(=O)(=O)c1ccc(Cl)cc1
61	NC(=S)N/N=C\c1c(OC(=O)/C=C/c2ccccc2)ccc2ccccc12
57	NS(=O)(=O)c1ccc(NC(=O)CN2CCc3ccccc32)cc1
56	Cc1cc(C)c(C(N)=O)cn1
56	O=C(CN1C(=O)c2ccccc2S1(=O)=O)NCc1ccc2c(c1)OCO2
73	CCOC(=O)c1ccc(NC(=O)C2CCN(c3ncnc4c3sc3ncccc34)CC2)cc1
110	Cc1ccc2c(c1)NC(=O)c1cc(NC(=O)COc3ccccc3F)ccc1O2
53	CC(C)S(=O)(=O)c1csc(C(=O)NN)c1-n1cccc1
57	CCOC(CSc1nc2ccccc2[nH]1)OCC
73	CCOC(=O)c1c(-c2ccc(F)cc2)csc1NC(=O)CSc1n[nH]c(N)n1

(listing goes on)
RMI FANCM FP	Structure
55	CN1CCN(S(=O)(=O)c2ccc(CNC(=O)c3ccccc3)s2)CC1
54	O=C(Nc1c2c(nn1-c1ccc(Cl)cc1)CSC2)C12CC3CC(CC(C3)C1)C2
60	Cc1cc(C(=O)N2C=CC(C(F)(F)F)=NCC2)nn1C
54	COc1cc2c(c(OC)c1OC)-c1ccc(OC)c(=O)cc1C(NC(C)=O)CC2 (stereo unspecified)
53	Cc1ccc([N+](=O)[O-])cc1S(=O)(=O)Nc1ccc(-c2ccc(N3CCOCC3)nn2)cc1
2*	CSc1nnc(Sc2ncc([N+](=O)[O-])s2)s1
69	O=C(NCC(=O)N1CCOC(c2ccccc2)C1)c1cc2ccccc2oc1=O (stereo unspecified)
56	O=C(c1cccc(Cl)c1)N1CCN(c2ccc(N3CCOCC3)nn2)CC1
68	COc1ccc(C)cc1NC(=O)c1cc(-c2cccs2)nc2c1c(C)nn2C1CCS(=O)(=O)C1 (stereo unspecified)
65	O=C(CCc1csc(NC(=O)Nc2cccc(Cl)c2)n1)NCc1ccc(F)cc1
62	CSC1=NCCN1C(=O)c1ccccc1Br
56	CC(Oc1ccc(Cl)cc1Cl)C(=O)NCCn1nc(-c2cccs2)ccc1=O (stereo unspecified)
62	O=C(c1ccccc1C(F)(F)F)N1CCN(Cc2nc(C3CC3)cs2)CC1
40	CSc1ncnc2c1nnn2Cc1ccc(F)cc1
64	COCCNC(=O)Cc1cn(Cc2ccc(Cl)cc2)c2ccccc12

Reformatted: entries from further up.
> O=C(c1cccc(Cl)c1)N1CCN(c2ccc(N3CCOCC3)nn2)CC1
  RMI FANCM FP = 56
> COc1ccc(C)cc1NC(=O)c1cc(-c2cccs2)nc2c1c(C)nn2C1CCS(=O)(=O)C1 (stereo unspecified)
  RMI FANCM FP = 68
> O=C(CCc1csc(NC(=O)Nc2cccc(Cl)c2)n1)NCc1ccc(F)cc1
  RMI FANCM FP = 65
> CSC1=NCCN1C(=O)c1ccccc1Br
  RMI FANCM FP = 62

(further entries)
RMI FANCM FP	Structure
53	Cc1nnsc1-c1onc(C)c1C(N)=O
59	Cc1cc2cc(CNC(=O)NC3CC(=O)N(c4ccc(C)c(C)c4)C3)ccc2[nH]1 (stereo unspecified)
69	O=c1ccc(-c2cccs2)nn1CCCNS(=O)(=O)c1cccnc1
56	NC1(C(=O)O)CCCC1
73	Cc1cc(C)c(C)c(S(=O)(=O)N2C(=S)NC(=O)C2Cc2ccccc2)c1C (stereo unspecified)
60	Cc1n[nH]c(C)c1CCC(=O)N/N=C\c1ccc(O)cc1
60	O=C(Cc1ccc([N+](=O)[O-])cc1)NCCOc1ccc2c(c1)OCO2
97	Cc1ccc(SCC(=O)Nc2ccccc2Oc2ccccc2)cc1
64	Cn1cc(S(=O)(=O)NCc2ccco2)c(=O)n(C)c1=O
